Screening data (PubChem BioAssay)
EPAC1 ag: agonists of human EPAC1. Potency, µM (highest dose often 154 µM), without a hit: top-dose activation, actives largely listed as activators. O95398. EPAC1 agonist qHTS, biochemical assay; response scale: 100% = response to 6.5 mM cAMP. actives 0.073% (n = 360,000); note: potency is the fitted concentration of half-maximal effect; nearly all actives have a fitted effect of over 60% in size
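Compounds were pinned as a concentration titration into mixtures of EPAC1 (100 nM), BODIPY-GDP-loaded Rap1B (250 nM) and GDP (50 uM). After 5 min at room temperature, fluorescence was followed for 30 min; activity was scaled to 6.5 mM cAMP.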
Abeta yeast res: compounds reversing amyloid beta toxicity in yeast | Potency, µM (series often up to 46.1 µM), without a hit: top-dose growth rescue, actives largely listed as activators | actives 0.063% (n = 410,000) | yeast expressing A-beta42, growth rescue, OD600, 48 h; response scale: 0% DMSO, 100% iron-clioquinol control; note: potency is the fitted concentration of half-maximal effect; nearly all actives have a fitted effect of over 55% in size
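Yeast A-beta toxicity model in growth medium with pinned compounds, 48 h at 30 C; growth read as absorbance at 600 nm. Normalized to FeCl3/clioquinol equimolar mix (positive) and DMSO (negative).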
EPAC1 antagonist: antagonists of human EPAC1; actives 0.14% (n = 360,000); O95398; AID 720709; Potency, µM (doses to about 115 µM), for inactives: at the top dose activity change, negative = inhibition, usual class: inhibitors; EPAC1 GEF assay, Rap1b-BODIPY-GDP exchange fluorescence;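 note: potency is the fitted concentration of half-maximal effect; plate controls were vehicle for no effect and positive control for full effect; nearly all actives have a fitted effect of over 50% in size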
FUS suppressor: rescues growth of FUS-expressing yeast; AID 1347120; Potency, µM (doses to about 76.6 µM), for the others: top-dose growth rescue (activation), usual class: activators; S. cerevisiae FUS-expressing, growth rescue, OD600, 24 h; actives 0.24% (n = 390,000);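 note: potency is the fitted concentration of half-maximal effect; plate controls were DMSO vehicle for no effect and reference control for full effect; nearly all actives have a fitted effect of over 55% in size; some results filed as inactive show a strong effect at the top dose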
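Read-out: OD at 600 nm after 24hr at 30C, reporting rescue of FUS-induced yeast toxicity. Cells at OD 0.005 in galactose (2%) minimal medium; compounds tested in a dilution series; CP55940 titration from 92uM final as control.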
aSyn rescue: alpha-synuclein toxicity inhibition in yeast. Potency, µM (doses to about 46.1 µM), for inactives: top-dose growth rescue (activation), most hits filed as activators. Yeast expressing alpha-synuclein, growth rescue, BacTiter-Glo, 24 h. actives 0.14% (n = 370,000). AID 652106; note: potency is the fitted concentration of half-maximal effect; % of control where 0% means no effect; nearly all actives have a fitted effect of over 65% in size
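Readout is rescue of growth in alpha-synuclein-expressing yeast, so inhibitors of toxicity appear as activators. Growth after 24 hr at 30 deg C in galactose medium is quantified by luminescence.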
IL-2 act: activates IL-2 in a cell-based reporter assay; activation, % (series mostly up to about 46 µM); AID 652025; IL-2 activation reporter assay, cell-based qHTS; stimulated with anti-CD3/CD4/CD28 beads; in transgenic mouse T cells; actives 0.065% (n = 360,000); in the data active = activation above about 50%; inconclusive = mostly about 30% to 49%; note: 0% is about no effect
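Quantitative HTS in unstimulated transgenic mouse T cells, with memory T cells as non-tolerant control and PMA/ionomycin as tolerance-bypass control. Compound pretreatment lasted 60 minutes before 18 h bead stimulation; EGFP/DsRed fluorescence read.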
WRN helicase inh: inhibitors of human WRN helicase | Q14191 | WRN helicase unwinding, fluorescent forked duplex, kinetic | Potency, µM (series often up to 114 µM), for inactives: at the top dose activity change, negative = inhibition, usual class: inhibitors | actives 0.46% (n = 360,000) | AID 651768; note: potency is the fitted concentration of half-maximal effect; % is set by controls: 0 for no effect and ±100 for the full control effect; nearly all actives have a fitted effect of over 55% in size
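Primary qHTS, 1536-well format. 20 nM WRN + compound, 15 min RT; start with 100 nM forked fluorophore/quencher duplex, 2 mM ATP (final); kinetic read ex 525/em 598 nm.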
PLK1 PBD block: PLK1 (human) polo-box domain binding inhibition; Plk1 PBD binding of FITC phosphopeptide, fluorescence polarization; P53350; actives 2.8% (n = 360,000); Potency, µM, inactives show max response, negative = inhibition, actives largely listed as inhibitors; note: potency is the fitted concentration of half-maximal effect; series mostly up to about 57 µM; % is set by controls: 0 for no effect and ±100 for the full control effect; nearly all actives have a fitted effect of over 65% in size
Target sequence (P53350 whole entry, looked up, the tested form may be a part): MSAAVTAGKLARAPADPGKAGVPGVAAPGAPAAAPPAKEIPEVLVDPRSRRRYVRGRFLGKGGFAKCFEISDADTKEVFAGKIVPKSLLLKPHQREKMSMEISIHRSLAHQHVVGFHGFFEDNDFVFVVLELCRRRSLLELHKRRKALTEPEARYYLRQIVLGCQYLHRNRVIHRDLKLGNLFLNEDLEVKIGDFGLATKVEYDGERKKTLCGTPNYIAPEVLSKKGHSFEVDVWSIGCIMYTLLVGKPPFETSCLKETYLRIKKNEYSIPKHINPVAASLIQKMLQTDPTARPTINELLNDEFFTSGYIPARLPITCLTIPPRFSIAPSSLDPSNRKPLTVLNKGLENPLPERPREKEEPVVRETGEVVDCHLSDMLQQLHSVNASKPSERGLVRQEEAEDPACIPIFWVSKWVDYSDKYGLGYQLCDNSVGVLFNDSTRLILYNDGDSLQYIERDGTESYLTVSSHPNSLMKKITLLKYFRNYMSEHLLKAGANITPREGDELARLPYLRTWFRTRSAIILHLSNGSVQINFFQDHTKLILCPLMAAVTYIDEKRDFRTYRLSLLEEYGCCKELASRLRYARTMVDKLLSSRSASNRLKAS
PI5P4Ka inh: inhibitors of human PI5P4K alpha; PI5P4Kalpha enzyme, ADP-Glo luminescence, 60 min; stronger effect = lower value; actives 1.2% (n = 330,000); P48426; max response, %; active = max response of -50% or lower; inconclusive = between -30% and -50%; inactive = -30% or higher; note: value at the top dose of about 77 µM; % is set by controls: 0 for no effect and ±100 for the full control effect
Target sequence (P48426 whole entry, looked up): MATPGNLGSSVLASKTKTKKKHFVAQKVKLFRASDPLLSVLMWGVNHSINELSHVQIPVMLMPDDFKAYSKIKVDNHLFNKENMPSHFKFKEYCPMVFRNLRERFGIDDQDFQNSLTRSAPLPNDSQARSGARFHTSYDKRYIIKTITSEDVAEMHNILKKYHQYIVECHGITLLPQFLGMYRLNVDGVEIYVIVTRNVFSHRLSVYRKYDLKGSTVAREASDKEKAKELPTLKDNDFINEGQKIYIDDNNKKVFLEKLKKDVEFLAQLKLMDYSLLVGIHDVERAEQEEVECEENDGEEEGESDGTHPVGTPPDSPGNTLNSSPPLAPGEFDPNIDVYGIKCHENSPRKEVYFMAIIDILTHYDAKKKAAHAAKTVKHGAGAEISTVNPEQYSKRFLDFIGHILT
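Human PI5P4Kalpha with substrate in 0.038 M HEPES pH 7.4, 0.28 mM EGTA, 0.1% CHAPS, 5% DMSO; reaction started with 5 microM ATP (final), 60 min at room temperature. ADP formed read by ADP-Glo luminescence.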
Numbers without * were called inactive; ? = inconclusive; . = no result given; & = joins results of further samples; [ ] = remark or other dose. Unless noted, calls come from the whole dose curve; as a rule, active = well fitted curve in the direction sought with a large enough effect; inconclusive = small, poorly fitted or top-dose-only effect, or another doubt; inactive = no such curve, though single readings can be large; an effect the other way counts as inactive or inconclusive.

mol	EPAC1 ag	Abeta yeast res	EPAC1 antagonist	FUS suppressor	aSyn rescue	IL-2 act	WRN helicase inh	PLK1 PBD block	PI5P4Ka inh
COc1ccc(NC(=O)c2cc(C)on2)cc1OC	2%	2%	16%	10%	-3%	2.6	1%	-7%	.
CNC(=S)N1CCN(c2cccc(OC)c2)CC1	-1%	7%	16%	20%	-13%	-1.4	11%	-2%	0
COc1ccc(Br)cc1CN(C)CC(=O)Nc1ccccc1Cl	16%	7%	-25%	.	0%	0.9	-5%	-12%	2
CC1=C(C(=O)NCc2ccccc2)C(c2cccs2)n2ncnc2N1 (stereo not drawn)	-1%	?	-9%	11%	-6%	1.5	-2%	-5%	2
CCCCNC(=O)N(O)C1N(/N=C/c2cccs2)C(=S)SC1(C)C (stereo not drawn)	-13%	-2%	-4%	20%	-1%	-0.9	4%	-2%	1
COCCNC(=S)Nc1ccc2nc(N3CCN(C)CC3)cc(C)c2c1	0%	-31%[inhibitor]	-7%	21%	-14%	0.8	10%	-19%	1
Cc1c(NC(=S)N/N=C/c2ccc(N(C)C)cc2)c(=O)n(-c2ccccc2)n1C	-6%	-18%	-25%	.	-3%	-2.8	-27%	-9%	3
Cc1ccc(COc2ccc(C)nc2[N+](=O)[O-])cc1	1%	-4%	-13%	-36%	6%	-0.1	-8%	4%	0
Nc1nc(SCC(=O)N2N=C3/C(=C\c4ccco4)CCCC3C2c2ccco2)n[nH]1 (stereo not drawn)	0%	2%	-29%	32µM*	10%	0.4	-2%[11.6 µM]	-7%	?
CCC(=O)N1c2ccc(S(=O)(=O)CCC(=O)NCc3ccc4c(c3)OCO4)cc2CC1C (stereo not drawn)	15%	-1%	-8%	19%	-1%	-2.9	3%	24µM*	-1
CN(Cc1cc(=O)n2ccsc2n1)Cc1nc2ccccc2c(=O)[nH]1	3%	1%	1%	6%	1%	1.7	-4%	-2%	-3
Cc1[nH][nH]c(=O)c1C(c1c(C)[nH][nH]c1=O)c1cn(Cc2ccccc2Cl)c2ccccc12	11%	-4%	?	.	13%	0.3	-32%	?	-27
CCCCNCCOCCOc1ccc(C)cc1[N+](=O)[O-]	12%	-14%	0%	-10%	1%	-1.9	-2%	0%	.
CCOC(=O)c1cnc(/N=C/N(C)C)s1	5%	-3%	11%	-5%	2%	5.4	-7%	7%	7
N/C(=N\OC(=O)CCCC(=O)O)c1ncc(C(F)(F)F)cc1Cl	-1%	-12%	-7%	-12%	11%	-4.3	9%	2%	-9
O=C(c1ccco1)N1CCN(Cc2nc(Cc3ccccc3)no2)CC1	11%	-8%	-1%	14%	8%	3.2	-3%	-15%	-2
Cc1cc(Br)ccc1NC(=O)CCS(=O)(=O)c1cccc2nonc12	1%	-5%&-24%	2%	-8%&-2%	-6%	0.5	7%	3%	-3
O=c1[nH]c2ccc(Cl)cc2c(O)c1-c1ccccc1	3%	?	0%	-9%	2%	-0.1	-4%	-4%	9
O=C(c1cc(-n2cnnc2)ccc1Cl)N1CCN(c2nc(-c3ccccc3)cs2)CC1	15%	12%	-5%	?	1%	-0.9	-8%	?	2
CSc1sc(-c2n[nH]c(=S)n2C)c2c1C=CCC2	0%	?	-2%	-11%	-15%	-0.5	-31%	?	1
O=C(OCc1nnc(-c2ccc([N+](=O)[O-])cc2)o1)C1CCN(C(=O)c2ccc(Cl)cc2)CC1	-49%	?	-26%	?	-1%	0.7	-12%	-15%	-25
CC[C@@H](C)[C@@H](CO)NC(=O)[C@H]1O[C@@H](n2cnc3c(N)ncnc32)[C@H](O)[C@@H]1O	6%	-10%	-5%	-18%	-4%	-0.8	-10%	-4%	4
Cc1[nH]n(-c2c(Cl)cc(Cl)cc2Cl)c(=O)c1C=Nc1ccc(S(=O)(=O)N2CCOCC2)cc1	7%	-11%	-3%	.	0%	-1.4	-13%	13%	0
O=C(Nc1cccc(C(F)(F)F)c1)c1cccc2c(-c3cccnc3)coc12	-3%	-23%	-19%	2%	-1%	-0.2	-8%	2%	11
CCC(C)C(=O)Nc1nnc(SCC(=O)NC2CCCCC2)s1 (stereo not drawn)	-6%	-15%	-14%	17%	-8%	0.5	5%	-6%	5

Other compounds follow.
mol	EPAC1 ag	Abeta yeast res	EPAC1 antagonist	FUS suppressor	aSyn rescue	IL-2 act	WRN helicase inh	PLK1 PBD block	PI5P4Ka inh
NC(=O)CCS(=O)(=O)CCN1CCN(S(=O)(=O)c2ccc3c(c2)CCC3)CC1	-2%	8%	-1%	.	-1%	0.2	2%	-6%	5
CS(=O)(=O)N(Cc1ccco1)CC(O)Cn1c2ccccc2c2ccccc21 (stereo not drawn)	14%	24%	-15%	38%	13%	-2.5	3%	-3%	-2
CNC(=O)NNC(=O)c1csc(-c2ccc(C(F)(F)F)cc2Cl)n1	-2%	-19%	2%	-15%	1%	1.1	-4%	-2%	8
CCc1cccc2c(SCC(=O)NCC3CCCO3)nc(-c3ccc(F)cc3)nc12 (stereo not drawn)	4%	-7%	7%	-13%	4%	-0.2	-1%[57.1 µM]	0%	.
c1cc(CN2CCCCC2)cc(OCCCNc2nc3ccccc3s2)c1	-9%	-4%	5%	-34%	1%&2%	-0.6	2%	7%	20
COc1ccc(/C=C/C(=O)OCC(=O)Nc2cccc(Oc3ccccc3)c2)c(OC)c1	8%	8%	7%	23%	-3%	-3.6	-3%	-10%	15
COc1cc(/C=C/C(=O)O)cc(S(=O)(=O)NCc2ccco2)c1OC	-2%	18%	13%	11%	4%	-0.3	-1%	-30%	0
COc1ccc(NC(=O)CC(C)C)c(OC)c1	16%	12%	9%	-14%	-3%	-0.3	-3%	-4%	1
COCCNC(=O)Cn1cc2c(n1)CCCCC2	-1%	12%	-2%	-25%	11%	-1.9	-6%	-5%	5
Cc1c(C(=O)N(C)C2CCCCC2)sc2ncnc(N3CCN(c4ccccc4F)CC3)c12	-12%	-19%	-27%	23%	2%	-3.2	-3%	-7%	-1
COc1ccc(NC(=O)C2CC(c3c(F)cccc3Cl)=NO2)cc1OC (stereo not drawn)	15%	2%	5%	4%	-2%	-0.3	-7%[11.6 µM]	0%	2
CC(C)Cn1nc(C(=O)Nc2cccc(S(=O)(=O)N3CCCC3)c2)c2ccccc2c1=O	18%	-9%	-3%	.	-2%	-2.3	-7%	-9%	6
Cc1ccc(NC(=O)c2cccc(OCc3c(C)noc3C)c2)cc1S(=O)(=O)Nc1ccccc1Cl	10%	3%	-8%	.	0%	0.3	-12%	0%	-2
CCOC(=O)C1CCN(c2c(NCCCN(CC)c3ccccc3)c(=O)c2=O)CC1	-2%	3%	12%	17%	-2%	-0.9	-3%	-7%	.
CC(=O)Nc1ccc(/C=N/NC(=O)c2cccc(S(=O)(=O)N3CCOCC3)c2)cc1	-13%	1%	-7%	?	-1%	-2.3	-30%[57.1 µM]	-7%	1
O=C(COc1ccc(Br)cc1)N1CCN(S(=O)(=O)/C=C/c2ccccc2)CC1	11%	-14%	-20%	.	-8%	-4.8	-1%	-14%	6
O=C(Cn1nnc(-c2ccncc2)n1)NCCc1ccccc1	2%	3%	2%	17%	1%	2.3	-7%	-3%	.
O=C(O)C(Cc1cc(Cl)ccc1Cl)Sc1nc2ccccc2[nH]1 (stereo not drawn)	5%	3%	0%	-17%	-6%	-0.2	1%	-25%	0
O=C(Nc1ccccc1)c1sccc1Oc1ccc([N+](=O)[O-])cc1F	5%	5%	2%	23%	1%	1.3	-7%	-8%	0
COc1ccc(-c2nnc(N)s2)cc1OC	-4%	-9%	-8%	-5%	-7%	0.2	-12%	-9%	1
CCN(CC)C(=O)c1cccc(-c2csc(C(C)(O)c3cccc(OC)c3)n2)c1 (stereo not drawn)	-3%	-6%	-10%	29%	-9%	-0.8	-3%	3%	0
CCOC(=O)Cc1c(C)nc2c(-c3cccc(Br)c3)c[nH]n2c1=O	2%	-3%	7%	8%	-2%	0.3	-9%	?	-14
Cc1ccc(C(=O)NNC(=O)c2cccc(C)c2)cc1	11%	3%	28%	2%	1%	0.6	5%	2%	6
CC(C)=CCN1CCN(Cc2cccn2-c2ccccn2)CC1CCO (stereo not drawn)	2%	11%	3%	-4%	7%	0.4	1%	2%	-5
CCCn1c(N)c(Sc2ccccc2[N+](=O)[O-])c(=O)n(CCC)c1=O	-5%	-8%	-1%	-4%	7%	0.2	5%	4%	0
CC1(c2nc3ccccc3[nH]2)c2ccccc2C(=O)N1Cc1ccccn1 (stereo not drawn)	-16%	-9%	3%	-5%	1%	0.0	1%	0%	3
CN(C)c1ccc(-c2ccnc3c2CC(C)(C(=O)NCc2ccc(F)c(F)c2)O3)cc1 (stereo not drawn)	7%	-6%	-15%	?	?	0.3	-8%	2%	3
Nc1ncnc2c1ncn2CCNCCc1ccccc1	0%	22%	-5%	-5%	-9%	-0.4	-1%	-3%	3

Shown field by field: 2 of the compounds above
molecule: COc1ccc(/C=C/C(=O)OCC(=O)Nc2cccc(Oc3ccccc3)c2)c(OC)c1
  EPAC1 ag: 8%	Abeta yeast res: 8%	EPAC1 antagonist: 7%	FUS suppressor: 23%	aSyn rescue: -3%	IL-2 act: -3.6	WRN helicase inh: -3%	PLK1 PBD block: -10%	PI5P4Ka inh: 15

molecule: COc1cc(/C=C/C(=O)O)cc(S(=O)(=O)NCc2ccco2)c1OC
  EPAC1 ag: -2%	Abeta yeast res: 18%	EPAC1 antagonist: 13%	FUS suppressor: 11%	aSyn rescue: 4%	IL-2 act: -0.3	WRN helicase inh: -1%	PLK1 PBD block: -30%	PI5P4Ka inh: 0
